Vif-APOBEC3F blk – blocks the Vif interaction with APOBEC3F | HeLa A3F-eYFP + Vif (tagged APOBEC3F with the HIV-1 protein that degrades it), YFP fluorescence increase | 390,000 tested, 0.2% active | Potency, µM (top dose mostly 46.1 µM), without a hit: top-dose activity, negative = active; note: potency is the fitted concentration of half-maximal effect; % of control where 0% means no effect; nearly all actives have a fitted effect of over 65% in size
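Fluorescence increase (Ex 488/Em 500-530) after overnight compound treatment at 37 deg C flags inhibition of Vif-driven A3F-eYFP loss in stable HeLa A3F-eYFP/Vif cells seeded overnight beforehand.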
RXFP1 ag – agonists of human relaxin receptor RXFP1 | AID 2676 | 370,000 tested, 0.3% active | Q9HBX9 | Potency, µM (highest dose often 57.5 µM), for the others: at the highest dose activation, most hits filed as activators | HEK293T-RXFP1 cAMP TR-FRET, 30 min; response scale: percent of porcine relaxin response, buffer zero; note: potency is the fitted concentration of half-maximal effect; % is set by controls: 0 for no effect and ±100 for the full control effect; nearly all actives have a fitted effect of over 60% in size; many of its hits are not listed in these tables
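HEK293T cells stably expressing RXFP1 were pretreated with the PDE4 inhibitor Ro 20174, exposed to compounds for 30 min at 37C, lysed, and cAMP was read by TR-FRET. Data normalized to buffer (basal) and 29 nM porcine relaxin (100%).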
LDHA block – LDHA (human) enzyme inhibition | P00338 | purified LDHA, NADH/diaphorase-resazurin fluorescence; stronger effect = lower value | activity change, % (values are at about 110 or 230 µM) | 480,000 tested, 0.15% active; in the data active = activity change below about -30%; inconclusive = mostly about -25% to -30%;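 note: plate controls were DMSO wells for no effect and wells without enzyme for full effect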
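Resorufin fluorescence (ex540/em590), read at 0 and 20 min after diaphorase/resazurin addition, reports the NADH left after a 5 min room-temperature reaction of 2 nM human LDH5 with 0.06 mM NADH and 0.2 mM pyruvate.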
PI4K2A inh – inhibitors of human PI4K2A; purified PI4K2A, ADP-Glo luminescence, 1 h; stronger effect = lower value; activity change, negative = inhibition, % at 76.9 µM; 420,000 tested, 0.13% active; in the data active = activity change below about -50%; inconclusive = mostly about -30% to -49%;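 note: -100% = wells without enzyme as full effect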
Target sequence (Q9BTU6 whole entry, looked up): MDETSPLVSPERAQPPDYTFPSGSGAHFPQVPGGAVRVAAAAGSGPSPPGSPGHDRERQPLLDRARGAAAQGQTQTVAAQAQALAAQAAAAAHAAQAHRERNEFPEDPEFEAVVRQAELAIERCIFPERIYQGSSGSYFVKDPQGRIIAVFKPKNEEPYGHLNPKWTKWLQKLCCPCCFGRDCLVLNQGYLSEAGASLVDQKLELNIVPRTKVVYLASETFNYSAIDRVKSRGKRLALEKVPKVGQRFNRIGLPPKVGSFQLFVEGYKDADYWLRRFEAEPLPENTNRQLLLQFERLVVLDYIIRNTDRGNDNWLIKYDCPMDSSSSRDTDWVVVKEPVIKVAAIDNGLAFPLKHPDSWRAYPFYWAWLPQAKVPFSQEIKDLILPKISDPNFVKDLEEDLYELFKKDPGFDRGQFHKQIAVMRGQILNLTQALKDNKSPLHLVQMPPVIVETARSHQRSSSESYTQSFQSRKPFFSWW
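Compounds are screened against recombinant PI4K2A using PI as substrate and ATP, the latter dispensed at 300 microM. Reactions run one hour at ambient temperature before ADP-Glo detection; full inhibition defined by wells lacking enzyme.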
Vif-A3G inh – blocks the Vif interaction with human APOBEC3G | Q9HC16 | HeLa A3G-eYFP + Vif (tagged APOBEC3G with the HIV-1 protein that degrades it), YFP fluorescence, overnight | Potency, µM (series often up to 46.1 µM), without a hit: top-dose activity, negative = active, hits mostly inhibitors | 410,000 tested, 0.076% active | AID 602310;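 note: potency is the fitted concentration of half-maximal effect; % is set by controls: 0 for no effect and ±100 for the full control effect; nearly all actives have a fitted effect of over 60% in size; hits raise eYFP signal because A3G escapes Vif-driven loss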
Target sequence (Q9HC16 whole entry, looked up): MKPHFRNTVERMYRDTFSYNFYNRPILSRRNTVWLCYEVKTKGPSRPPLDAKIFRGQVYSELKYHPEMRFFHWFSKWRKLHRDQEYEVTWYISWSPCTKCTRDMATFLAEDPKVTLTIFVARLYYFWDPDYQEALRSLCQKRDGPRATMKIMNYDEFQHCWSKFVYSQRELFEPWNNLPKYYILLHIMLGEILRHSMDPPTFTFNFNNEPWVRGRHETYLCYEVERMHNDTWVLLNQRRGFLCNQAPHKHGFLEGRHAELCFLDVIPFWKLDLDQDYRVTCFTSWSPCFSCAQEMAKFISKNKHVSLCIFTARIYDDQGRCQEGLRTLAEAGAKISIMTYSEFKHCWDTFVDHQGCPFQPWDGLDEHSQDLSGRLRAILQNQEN
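Read-out is eYFP fluorescence (Ex 488/Em 500-530) from Vif-expressing HeLa A3G-eYFP cells; more signal means A3G escaped Vif-mediated degradation. Cells plated overnight, compound pinned in, incubated overnight at 37 deg C.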
USP1 inh – blocks the human USP1/UAF1 deubiquitinase complex; O94782; recombinant USP1/UAF1, Ub-Rhodamine cleavage fluorescence; Potency, µM (highest dose often 57.1 µM), without a hit: top-dose activity change, negative = inhibition, most hits filed as inhibitors; 390,000 tested, 0.23% active; AID 743255; note: potency is the fitted concentration of half-maximal effect; % is set by controls: 0 for no effect and ±100 for the full control effect; nearly all actives have a fitted effect of over 60% in size; inactives centre near -12
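In this screen, compounds sit with the deubiquitinase complex (1nM) for 15 min at room temperature before Ub-Rho is added at 150nM final. Fluorescence rise is then followed for 6 reads every 60 seconds.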
TrxR1 substrate – rat thioredoxin reductase 1 substrate activity; O89049; Potency, µM (doses to about 114 µM), for inactives: top-dose activity change, negative = substrate turnover; AID 588456; purified TrxR1 substrate turnover, NADPH consumption readout; 390,000 tested, 0.01% active; note: potency is the fitted concentration of half-maximal effect; % is set by controls: 0 for no effect and ±100 for the full control effect; nearly all actives have a fitted effect of over 50% in size
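Rat TrxR1, dispensed at 90 nM, was prereduced with 400 uM NADPH (final) for 5 min at ~22 deg C, then incubated with compound 15 min before 400 uM selenite. A first-read NADPH fluorescence drop versus no-compound background flagged substrates.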
GRP78 ERSR act – ER stress response induction in glioma. 420,000 tested, 0.02% active. U87-MG GRP78 promoter luciferase reporter, 16 h. Potency, µM, without a hit: top-dose activation, usual class: activators; note: potency is the fitted concentration of half-maximal effect; series mostly up to about 76 µM; % of control where 0% means no effect; nearly all actives have a fitted effect of over 35% in size
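ERSR induction read as luciferase luminescence (Bright-Glo, 10 min at room temperature) in stably transfected human U87-MG glioma cells exposed to compounds for 16 h, using GRP78 as sensor.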
IDH1 R132H inh – blocks human mutant IDH1 R132H enzyme; 390,000 tested, 0.093% active; Potency, µM (series often up to 76.6 µM), for the others: at the top dose activity change, negative = inhibition, actives largely listed as inhibitors; O75874; IDH1-R132H enzyme, NADPH consumption, diaphorase/resazurin fluorescence; note: potency is the fitted concentration of half-maximal effect; % is set by controls: 0 for no effect and ±100 for the full control effect; nearly all actives have a fitted effect of over 65% in size
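IDH1-R132H (0.5 ug/mL dispensed) in pH 7.5 Tris buffer was preincubated 30 min with compound, then given a substrate mix of 0.016 mM NADPH and 2 mM alpha-KG for 80 min at room temperature; remaining NADPH was read by diaphorase/resazurin fluorescence.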
The depositor's hits bear a star; ? = inconclusive; . = not tested or not shown; & = joins results of further samples; [ ] = dose if it differs, or a comment. Unless noted, calls come from the whole dose curve; as a rule, active = well fitted curve in the direction sought with a large enough effect; inconclusive = small, poorly fitted or top-dose-only effect, or another doubt; inactive = no such curve, though single readings can be large; an effect the other way counts as inactive or inconclusive. Only part of the results is shown; rates above refer to the full screens.

SMILES	Vif-APOBEC3F blk	RXFP1 ag	LDHA block	PI4K2A inh	Vif-A3G inh	USP1 inh	TrxR1 substrate	GRP78 ERSR act	IDH1 R132H inh
Cc1ccc(OCCCn2c(=O)sc3ccccc32)cc1	-2%	-0.2%	-10	-2	-1%	1%	-5%	4%	0%
CCOC(=O)c1ccc(/C=N/O)[n+](Cc2ccccc2)c1	4%	-1.3%	-4	-4	-1%	1%	-7%	-2%	-5%
Nc1ccc(NC(=S)Nc2ccccc2)cc1	1%	-0.7%	-1	2	1%	-11%	-2%[57.1 µM]	1%	-5%
CS(=O)(=O)c1ccc(-c2cccc(NC(=O)COc3ccc(Cl)cc3)c2)nn1	-8%	-1.3%	-2	0	-3%	-7%	-8%	-2%	-10%
COc1ccc(CN2CCCC(C(=O)N3CCCCC3)C2)c(OC)c1 (stereo not drawn)	-2%	-2.8%	-11	2	-2%	-9%	-8%[57.1 µM]	-2%	3%
COc1cc(OC)c(C2Nc3cccc4cccc(c34)N2)c(OC)c1	11µM*	-1.1%	6	-18	-1%	-22%	87%[activator]	-2%	19%
CCOCCc1nn2c(=O)cc(COC(=O)c3ccccc3OC)nc2s1	6%	5.8%	0	1	-2%	-10%	7%[57.1 µM]	4%	9%
O=C(COC(=O)c1cc(=O)[nH]c2ccccc12)NC(=O)NC1CCCCC1	0%	1.8%	3	4	2%	-14%	12%	-4%	3%
CCN1C(=O)[C@H]2[C@@H](c3ccc(-c4ccc(C(C)=O)cc4)cc3)N[C@@](C)(C(=O)OC)[C@H]2C1=O	0%	.	-14	0	0%	9%	8%[57.1 µM]	2%	-13%
Cc1cccc(NC(=O)CSc2nc(N)c(NC(=O)c3cccs3)c(=O)[nH]2)c1C	1%	-1.8%	-15	0	0%	-9%	-4%[57.1 µM]	-2%	-6%
Cn1c(=O)c2c(nc(CN3CCN(Cc4ccccc4)CC3)n2Cc2ccc(F)cc2)n(C)c1=O	0%	1.3%	-1&2	-2	-1%	-9%	5%[57.1 µM]	-2%	13%
COCCCNc1nc2nonc2nc1N1CCN2CCCC2C1 (stereo not drawn)	10%	1.1%	-4	-1	2%	-22%	-3%	-2%	-2%
COc1ccc(OC)c(CNC(=O)Cn2nc(C)c3c(C)n(-c4ccc(C)cc4)nc3c2=O)c1	-7%	5.2%	-14	-6	-2%	-14%	2%[57.1 µM]	-8%	0%
COC(=O)COc1ccc(S(=O)(=O)Nc2cc([N+](=O)[O-])ccc2C)cc1	12%	1.3%	-5	3	-10%	-28%	6%[57.1 µM]	-5%	16%
COC(=O)C1=C(C)NC(=S)NC1c1ccco1 (stereo not drawn)	2%	-0.4%	-1	-2	1%	-8%	-14%[57.1 µM]	-3%	6%
COc1ccc2c(c1)O[C@@H](c1cccc(C(F)(F)F)c1)[C@H](OC(=O)Nc1ccc(OC(F)F)cc1)C2=O	2%	4.4%	0	-2	-5%	-20%	6%[57.1 µM]	0%	-6%
Cc1cccc(-c2ncc(CN3CCN(CC(C)C)C(CCO)C3)cn2)c1 (stereo not drawn)	-12%	3.9%	-9	3	0%	-18%	12%[57.1 µM]	1%	15%
CCCCNC(=O)CN(c1cccc(Br)c1)S(C)(=O)=O	6%	-0.3%	3	-3	0%	-10%	0%	1%	3%
CN(Cc1cccc(F)c1)C(=O)CSc1nnnn1C1CC1	?	1.3%	-4	-2	2%	-4%	1%[57.1 µM]	3%	-5%
CCCCCCc1cc2cc(-c3nnc(-c4ccccc4OC)o3)c(=O)oc2cc1O	?	8.7%	-5	-3	13µM*	14µM*	19%	-2%	-5%
Cc1nc2ccccc2cc1OCc1ccc(Cl)cc1	-6%	0.9%	-2	2	-9%	?	0%	10%	8%
COC(=O)c1sc2cccc(F)c2c1S(=O)(=O)NCc1ccc(F)cc1	-5%	16%	2	-5	0%	-29%	5%[57.1 µM]	-2%	2%
Cc1cc(C(=O)NCc2ccco2)on1	-3%	2.2%	-2	3	1%	-16%	0%	-3%	-3%
CN(C)N1C(N)=C(C#N)C(c2ccc3c(c2)OCO3)C2=C1CC(C)(C)CC2=O (stereo not drawn)	14%	-0.6%	-4	0	2%	-14%	11%[57.1 µM]	-5%	4%
COc1cc([N+](=O)[O-])ccc1NC(=O)C1C2C=CC(C2)C1C(=O)O (stereo not drawn)	?	-1.6%	-2	0	0%	-25%	5%	4%	3%

Retrieved by structure from the list above, 3 records:
SMILES	Vif-APOBEC3F blk	RXFP1 ag	LDHA block	PI4K2A inh	Vif-A3G inh	USP1 inh	TrxR1 substrate	GRP78 ERSR act	IDH1 R132H inh
COC(=O)COc1ccc(S(=O)(=O)Nc2cc([N+](=O)[O-])ccc2C)cc1	12%	1.3%	-5	3	-10%	-28%	6%[57.1 µM]	-5%	16%
CN(Cc1cccc(F)c1)C(=O)CSc1nnnn1C1CC1	?	1.3%	-4	-2	2%	-4%	1%[57.1 µM]	3%	-5%
COc1ccc2c(c1)O[C@@H](c1cccc(C(F)(F)F)c1)[C@H](OC(=O)Nc1ccc(OC(F)F)cc1)C2=O	2%	4.4%	0	-2	-5%	-20%	6%[57.1 µM]	0%	-6%

New compounds follow:
SMILES	Vif-APOBEC3F blk	RXFP1 ag	LDHA block	PI4K2A inh	Vif-A3G inh	USP1 inh	TrxR1 substrate	GRP78 ERSR act	IDH1 R132H inh
Cc1cccc(-n2c(Cc3cc(=O)[nH]c(=O)[nH]3)nnc2SCC(=O)NCC2CCCO2)c1 (stereo not drawn)	3%	0.6%	0	3	-1%	-20%	6%	-6%	12%
CCCCN(C)C(=O)C1CCCN(c2ncnc3onc(-c4ccc(F)cc4)c23)C1 (stereo not drawn)	3%	0.2%	-7	3	-2%	-11%	-5%	-4%	0%
Cc1c(C)n(C(=O)CSc2nccn2C)c2ccccc12	7%	0.6%	-1	-1	4%	4%	4%[57.1 µM]	1%	3%
COc1ccc(S(=O)(=O)N(C)CC(=O)Nc2ccc3c(c2)OCCO3)cc1OC	-12%	0.6%	-5	3	1%	-12%	-7%	0%	8%
c1ccc(CCNc2ccc3nncn3n2)cc1	1%	0.6%	-11	1	-2%	?	4%	-3%	-11%
Cc1cccc(NNC(=S)Nc2c(C)cccc2C)c1	?	1.7%	5	3	1%	-20%	-1%	-1%	2%
CC(=O)Nc1ccc(S(=O)(=O)N(C)CC(=O)N(C)Cc2sccc2C)cc1	-10%	0.3%	-3	-4	2%	-23%	-6%	0%	-1%
CCCCC(CC)CNC(=O)C1C2C=CC(C2)C1C(=O)O (stereo not drawn)	-1%	-0.2%	-6	2	2%	-3%	2%	0%	0%
Cc1ccccc1OCCC(=O)Nc1ccc(F)c(Cl)c1	-12%	0.0%	2	-3	-1%	-13%	-14%	-2%	3%
COc1ccc(C(=O)C2CCCN(Cc3cc(Cl)ccc3O)C2)c(OC)c1 (stereo not drawn)	-1%	-0.3%	-2	0	1%	-19%	1%	-6%	-5%
C[C@H](CO)N1C[C@H](C)[C@@H](CN(C)C(=O)NC2CCCCC2)Oc2ncc(Br)cc2C1=O	5%	.	-2	-5	0%	-25%	.	-1%	0%
CCOC(=O)c1cc(-c2ccc(F)cc2)n(CCC(=O)NCCc2ccc(C)cc2)c1C	-1%	-1.6%	-5	2	-4%	?	-7%[57.1 µM]	-1%	20%
O=C(Nc1cccc(O)c1)c1cccc(S(=O)(=O)N2CCCC2)c1	1%	0.9%	1	-5	-5%	-7%	-2%[57.1 µM]	6%	2%
COc1ccc(C(=O)N2CCN(c3nnnn3-c3ccccc3)CC2)cc1OC	0%	-1.0%	0	2	0%	-7%	-6%	0%	15%
COc1ccc(NCc2cc3cc(OC)ccc3[nH]c2=O)cc1	0%	0.8%	15	-4	1%	-25%	31%	-1%	9%
CC1(C)c2ccccc2N2CC(=O)N[C@@]21/C=C/C=C/c1ccccc1	?	-2.0%	-4	0	-5%	-17%	8%[57.1 µM]	-2%	15%
Cc1ccnc(SCc2cc(=O)c(OC(=O)c3cc([N+](=O)[O-])ccc3Cl)co2)n1	-21%	9.1%	2	-9	2%	-6%	2%	-4%	11%
CC(=O)Nc1ccc(-n2c(C)ccc2-c2ccccc2)cc1	-10%	-0.7%	-5	2	2%	-14%	-8%	0%	0%
COc1cc(/C=N/NC(=O)c2cc(-c3ccccc3C)nc3ccccc23)cc(OC)c1O	8%	.	5	2	-6%	-23%	-7%	-1%	3%
Cc1[nH]c(C)c(S(=O)(=O)N(Cc2ccccc2)C(C)(C)C)c1C(=O)N1CCCC1	-2%	1.5%	0	-1	-3%	-25%	0%	-4%	-2%
COC(=O)c1ccc(C2SCC(=O)N2Cc2ccccc2)cc1 (stereo not drawn)	-3%	0.8%	3	1	0%	-25%	-2%	-2%	-7%
CCC1(CC)C(=O)NN(c2ccccc2)C1=O	7%	0.0%	-2	-1	3%	-10%	-9%	-4%	9%
CCC1C(c2ccccc2)=CCC(C(=O)O)C1C (stereo not drawn)	?	.	-6	4	0%	-8%	2%	-1%	-4%
CC12CCC(=O)C=C1CCC1C2C(=O)CC2(C)C1CC[C@]2(O)C(=O)CO (stereo partly drawn)	1%	-1.0%	-6	6	-6%	-6%	-6%	-4%	3%
CCCc1ccc(OC(C)C(=O)Nc2sc3c(c2C(=O)OC)CCCCC3)cc1 (stereo not drawn)	2%	-0.7%	-9	-1	4%	?	12%[11.4 µM]	4%	-4%
CC1=CC(C)(C)N=C(Nc2ccc(C)cc2)S1	-15%	-0.5%	1	-2	-5%	-11%	-7%	4%	3%
Cn1c(CCC(=O)OCC(=O)NCc2ccccc2Cl)nc(=O)c2ccccc21	-4%	7.9%	3	-3	7%	-12%	3%	-2%	30%
